# Source: PubChem BioAssay
# LANA DNA inh – inhibitors of KSHV C-LANA binding to DNA, primary screen, biochemical, fluorescence polarization, FAM-LBS DNA, MBP-C-LANA, single point. Kaposi's sarcoma herpesvirus LANA C-terminal domain (residues 932-1162) DNA binding. inhibition, % at 9 µM. 0.078% of 340,000 active;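 active = highest replicate inhibition at or above 60% at 9 µM, even if other replicates fall short; inactive = all replicates below 60% inhibition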;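 note: 0% = neutral control wells and 100% = 4 µM acridine orange control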
# OPRM1-OPRD1 inv – inverse agonists of MOR-DOR heterodimerization, primary screen, cell-based, luminescence; AID 504357, 2011; inhibition, % at 9.3 µM; Mu-type opioid receptor (Homo sapiens) + Delta-type opioid receptor (Homo sapiens), …; cell-based MOR-DOR heterodimer luminescence, inverse agonism; 0.21% of 340,000 active; in the data active = inhibition above about 22%, passing the limit was not always enough;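 note: 0% = cells with DMSO and 100% = wells without cells with DMSO; values of inactives mirror those of a sister screen read the other way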
# Target sequence (P35372 whole entry, looked up): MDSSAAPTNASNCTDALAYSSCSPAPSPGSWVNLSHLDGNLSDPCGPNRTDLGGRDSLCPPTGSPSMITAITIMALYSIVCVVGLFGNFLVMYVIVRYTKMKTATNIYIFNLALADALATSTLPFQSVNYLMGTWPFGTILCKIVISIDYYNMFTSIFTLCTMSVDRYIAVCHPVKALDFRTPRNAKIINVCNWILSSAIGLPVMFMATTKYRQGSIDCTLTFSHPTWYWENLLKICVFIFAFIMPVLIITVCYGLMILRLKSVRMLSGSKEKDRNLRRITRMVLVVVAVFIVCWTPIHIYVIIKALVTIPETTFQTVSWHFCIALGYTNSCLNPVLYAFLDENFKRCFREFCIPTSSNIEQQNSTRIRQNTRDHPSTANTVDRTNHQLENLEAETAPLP
# Target sequence (P41143 whole entry, looked up): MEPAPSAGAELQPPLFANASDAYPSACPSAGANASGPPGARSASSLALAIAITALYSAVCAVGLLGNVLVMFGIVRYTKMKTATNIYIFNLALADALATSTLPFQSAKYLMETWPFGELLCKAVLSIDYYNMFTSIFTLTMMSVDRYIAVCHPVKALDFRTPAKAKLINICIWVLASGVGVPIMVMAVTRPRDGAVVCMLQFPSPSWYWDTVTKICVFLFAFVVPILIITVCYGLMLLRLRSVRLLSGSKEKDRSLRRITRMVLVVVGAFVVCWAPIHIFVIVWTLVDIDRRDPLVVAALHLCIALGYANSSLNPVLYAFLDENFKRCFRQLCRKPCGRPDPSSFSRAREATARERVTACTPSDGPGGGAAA
# Keap1 Nrf2 FP – Keap1-Nrf2 protein-protein interaction inhibitors, primary screen, biochemical, fluorescence polarization, single point; Kelch-like ECH-associated protein 1 (Homo sapiens), Q14145; Keap1 Kelch-Nrf2 peptide fluorescence polarization, 1536-well; inhibition, % at 9.4 µM; 0.15% of 340,000 active; AID 504523, 2011; in the data active = inhibition above about 12%;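 note: human Keap1 Kelch domain with fluorescein labeled Nrf2 9mer peptide probe; 0% = neutral control wells and 100% = peptide positive control; higher means more block of Keap1 binding to Nrf2 peptide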
# V-ATPase pH – regulators of yeast V-ATPase proton pumping, primary screen, pHLuorin cytosolic pH fluorescence; S. cerevisiae; response, % at 10 µM; 0.37% of 350,000 active; AID 504577, 2011; in the data active = response mostly above about 7.3%, no sharp cut-off; inactive = mostly below about 5.4%; note: actives read high; inactives centre near 0; some compounds called inactive have numbers as strong as hits; reference of the scale not given here
# MOR-DOR ag – agonists of OPRM1-OPRD1 heterodimerization, primary screen, cell-based, luminescence; Mu-type opioid receptor (Homo sapiens) + Delta-type opioid receptor (Homo sapiens), …; cells; activation, % at 9.3 µM; 0.3% of 340,000 active; AID 504326, 2011; in the data active = activation above about 18%;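 note: 0% = vehicle-treated cells and 100% = reference agonist; values of inactives mirror those of a sister screen read the other way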
# HTR5A inv ag – HTR5A inverse agonists in luminescence cell assay, primary screen, counter-screen for OPRM1-OPRD1 heterodimer inverse agonist project, full-deck HTS | 0.083% of 340,000 active | inhibition, % at 9.3 µM | HTR5A cell line, inverse agonism | 5-hydroxytryptamine receptor 5A (Homo sapiens), P47898 | AID 504634, 2011; in the data active = inhibition mostly above about 23%, no sharp cut-off; inactive = mostly below about 18%;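 note: 0% = cells with DMSO and 100% = no-cell wells with DMSO; some compounds called inactive have numbers as strong as hits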
# Target sequence (P47898 whole entry, looked up): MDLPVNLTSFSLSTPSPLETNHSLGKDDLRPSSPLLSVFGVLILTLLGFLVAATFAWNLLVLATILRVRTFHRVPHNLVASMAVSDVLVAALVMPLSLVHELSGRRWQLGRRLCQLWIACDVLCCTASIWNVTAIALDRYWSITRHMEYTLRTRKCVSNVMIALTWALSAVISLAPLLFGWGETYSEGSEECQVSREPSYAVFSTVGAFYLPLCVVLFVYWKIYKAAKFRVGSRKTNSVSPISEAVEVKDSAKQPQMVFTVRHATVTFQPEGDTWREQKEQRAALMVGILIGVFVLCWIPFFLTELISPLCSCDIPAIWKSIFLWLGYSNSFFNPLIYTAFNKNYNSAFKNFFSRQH
# RTF Ca sens inh – cardiac RTF calcium sensitivity inhibitors, primary screen, biochemical, IANBD-TnC fluorescence, EC70 calcium; 0.12% of 340,000 active; Troponin I, cardiac muscle (Homo sapiens) + Troponin T, cardiac muscle (Homo sapiens) + …; IANBD-labeled cardiac RTF, Ca2+ fluorescence; inhibition, % at 7.15 µM; AID 493244, 2011;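 active = inhibition above the mean inhibition of all tested compounds plus 3 SD, cut at about 17% in these data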;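 note: assay run at fixed EC70 calcium of 1.6 mM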
# RTF Ca sens act – cardiac RTF calcium sensitivity activators, primary screen, biochemical, IANBD-TnC fluorescence, EC20 calcium; IANBD-labeled TnC RTF fluorescence at EC20 calcium; 0% EC20 calcium, 100% full calcium; 0.24% of 340,000 active; Troponin I, cardiac muscle (Homo sapiens) + Troponin T, cardiac muscle (Homo sapiens) + …; activation, % at 7.2 µM;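 active = activation above the mean over all tested compounds plus 3 SD, cut at about 30% in these data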;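 note: rise in fluorescence read as greater calcium sensitivity of cardiac thin filaments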
# CAL-PDZ inh HTS – untagged CAL PDZ binding inhibitors, primary screen, biochemical, fluorescence polarization, HTS | Golgi-associated PDZ and coiled-coil motif-containing protein (Homo sapiens), Q9HD26 | purified CAL PDZ, TMR-peptide fluorescence polarization, 1 h | inhibition, % at 24.9 µM | 0.92% of 300,000 active | AID 602252, 2012;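 active = mean inhibition of at least 30% with at least half of replicates also reaching 30%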;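 note: 0% = DMSO neutral control and 100% = excess unlabeled competitor peptide PRC23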
# HTR5A ag ctr – HTR5A agonists in luminescence cell assay, primary screen, counter-screen for OPRM1-OPRD1 heterodimer agonist project, full-deck HTS. 0.61% of 340,000 active. activation, % at 9.3 µM. cell-based. AID 504692, 2011. 5-hydroxytryptamine receptor 5A (Homo sapiens), P47898; in the data active = activation mostly above about 9.5%, no sharp cut-off; inactive = mostly below about 7.6%;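 note: 0% = cells with vehicle only and 100% = reference agonist; strong numbers were not always called active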
# Numbers without * were called inactive; . = not tested or not shown.
SMILES,LANA DNA inh,OPRM1-OPRD1 inv,Keap1 Nrf2 FP,V-ATPase pH,MOR-DOR ag,HTR5A inv ag,RTF Ca sens inh,RTF Ca sens act,CAL-PDZ inh HTS,HTR5A ag ctr
CCN(CC)c1ccc(C(=O)OCC(=O)NC(C)(C)C)cc1,0.4,12,-1,0,-2.5,-6,-7,4,1,2
CC1CN(C(=O)COC(=O)c2cccc(S(=O)(=O)N3CCc4ccccc43)c2)CC(C)O1 (configuration not stated),-1.7,12,0,-1,-2.5,-21,6,-6,59*,5
CCc1ccc(C2=CC(c3cc(Br)ccc3F)n3ncnc3N2)cc1 (configuration not stated),0.0,7,-1,-5,-1.3,13,-3,-4,-5,-3
CCOc1ccc(OCCSc2nc(-c3ccccc3)cc(=O)[nH]2)cc1,-1.9,11,-2,-1,-1.9,-17,-3,3,-2,6
COc1ccc(NC(=O)CN2c3cccc4cccc(c34)S2(=O)=O)c(OC)c1,1.4,-5,2,2,0.7,-6,-1,-4,-3,2
COc1ccc(N(C(=O)c2ccco2)C(C(=O)NC2CCCC2)c2cccs2)cc1OC (configuration not stated),0.1,-10,-4,0,1.8,-8,-9,2,.,2
S=c1[nH]nc(Cn2nnc3ccccc32)n1-c1ccc(Cl)cc1,-0.4,14,3,-3,-2.8,18,-2,1,.,-3
CCCc1noc2c1/C(=N\O)CC(CC(C)SCC)C2 (configuration not stated),3.1,-62,0,-1,11,5,-1,-12,-5,3
Cc1ccc(N(Cc2cc3ccccc3[nH]c2=O)S(C)(=O)=O)cc1,-0.2,21,-1,1,-3.6,-3,2,-2,0,1
Cc1csc(NC(=O)CSc2nnc(CCNC(=O)c3cccs3)n2C)n1,-2.6,11,-1,-1,-2.0,-8,-3,1,3,3
COc1ccc(CCN=C(C)C2=C(O)C(c3ccccc3)OC2=O)cc1OC (configuration not stated),0.1,4,-3,-3,-0.8,6,-4,1,-8,1
CC(C#N)Sc1ccc(S(=O)(=O)N(C)C2CCCCC2)cn1 (configuration not stated),0.3,5,1,3,-1.1,20,-1,-3,0,-8
CCN(CC)CCCNC(=O)CSc1nc2c(c(C(F)(F)F)n1)CCc1ccccc1-2,-1.3,10,2,0,-1.9,8,-2,5,-4,-3
Cc1ccc(C)c(-n2c(CNc3ccc(F)cc3)nnc2SCC(N)=O)c1,0.4,11,-1,5,-2.0,-8,-6,0,-2,3
CCc1ccc(C(=O)COC(=O)C2CCN(c3ccc(C(F)(F)F)cn3)CC2)cc1,-0.5,-2,1,-6,0.4,3,-4,-7,-4,7
CC(C)c1ccc2[nH]c3nc(SCC(=O)NC4CC4)nnc3c2c1,1.3,-12,2,-2,1.6,6,3,-4,.,-2
CCOc1cccc(CNCCCSc2ncccn2)c1,0.9,7,-1,9,-1.4,-10,-15,1,-1,4
O=C(CC1CCCC1)Nc1nc2ccccc2[nH]1,-0.3,6,-5,4,-1.0,-1,-15,10,-1,0
CC(=O)N(Cc1ccco1)C1(C(=O)NC2CCCC2)CCCCC1,-1.4,15,-5,4,-2.7,1,-14,2,-1,-4
COc1cc(C2/C(=C(/O)c3ccccc3)C(=O)C(=O)N2c2ccccn2)ccc1O (configuration not stated),-1.3,.,-4,0,.,.,.,.,-4,.
CCOCCCN(C(=O)CCC(=O)Nc1cc(C)on1)C(C(=O)NC(C)(C)C)c1ccccc1Cl (configuration not stated),-0.3,8,-5,0,-1.5,-8,-2,-6,-4,3
O=C(CCN1CCN(c2ccccc2)CC1)NNC(=O)Cc1ccc(Br)cc1,1.8,-16,-2,2,2.4,-4,-4,-4,0,1
S=C(Nc1ccc2c(c1)OCO2)Nc1ccc2c(c1)OCO2,-0.1,15,-2,-2,-2.9,-5,1,10,2,4
CN(CCC(=O)Nc1ccc(Cl)cc1)Cc1ccccc1,-1.9,-8,-2,-1,1.6,-13,-2,8,1,3
CS/C(=N\NC(N)=O)c1ccccc1,-0.3,-2,-2,5,0.4,-1,-3,2,-6,-4
COc1ccc(NCc2nnc(SCC(=O)Nc3ccc(OC)cc3OC)o2)cc1,0.7,4,2,0,-0.8,-15,8,-3,-5,4
CC(C)(C)NC(=O)C(c1ccc(F)cc1)N(Cc1cccs1)C(=O)c1ccc(CN2CCOCC2)o1 (configuration not stated),0.5,-8,3,1,1.4,7,-5,5,3,-3
CC(=O)N1CCN(CC(=O)Nc2c(Cl)ccc(C)c2Cl)CC1,0.2,12,-1,0,-2.2,-1,5,0,.,5
Cc1cccc(C)c1Nc1c(-c2ccsc2)nc2ncccn12,2.1,7,-9,2,-1.4,5,0,-9,-2,1
CN1CCN(c2ccccc2NC(=O)Cc2cn(C)c3ccccc23)CC1,-0.5,-25,-5,7,4.8,-28,-4,14,.,10
CN(C(=O)c1ccncc1)c1nnc(-c2cnccn2)s1,0.5,12,2,0,-1.9,-9,-5,1,4,0
O=C(Nc1ccncc1)Nc1ccc(F)c(Cl)c1,-0.7,-15,1,-2,2.7,1,-7,2,.,6
CC1Cc2nc(SCC(=O)N3CCCC3)n(C)c(=O)c2S1 (configuration not stated),0.4,16,-2,-3,-2.9,-21,-8,0,.,1
CN(CCC(=O)Nc1ccc(Br)cc1)Cc1ccccc1,1.4,7,-2,-4,-1.4,5,-5,-3,-1,-2
CC1c2ccsc2CCN1S(=O)(=O)c1cccs1 (configuration not stated),1.2,5,0,-3,-1.0,12,9,11,-3,-4
COc1ccc(C(C)=O)cc1COC(=O)c1cccc(N(C)C)c1,-0.5,4,0,-6,-0.7,-18,-1,-3,0,-1
CN1C(=O)C(Cc2cnc[nH]2)NC1=S (configuration not stated),-0.8,22,-1,-1,-4.8,25,-16,7,6,-7
CC1CCc2c(sc(NS(=O)(=O)c3ccccc3)c2C(=O)OC(C)C)C1 (configuration not stated),-1.1,6,-12,3,-1.1,-7,5,9,-5,0
Cc1[nH]c2ccc(C(=O)NCCCN3CCCCCC3)cc2c1C,-0.5,-2,-6,-4,0.4,-8,2,1,1,2
CCCn1c(O)c(CN2CCCCC2)c(C)c(C#N)c1=O,15,-7,5,4,1.2,-20,-20,8,-2,3

# Profiles from above.
# Results for Cc1cccc(C)c1Nc1c(-c2ccsc2)nc2ncccn12 → LANA DNA inh: 2.1; OPRM1-OPRD1 inv: 7; Keap1 Nrf2 FP: -9; V-ATPase pH: 2; MOR-DOR ag: -1.4; HTR5A inv ag: 5; RTF Ca sens inh: 0; RTF Ca sens act: -9; CAL-PDZ inh HTS: -2; HTR5A ag ctr: 1
# Results for CN1C(=O)C(Cc2cnc[nH]2)NC1=S (configuration not stated) → LANA DNA inh: -0.8; OPRM1-OPRD1 inv: 22; Keap1 Nrf2 FP: -1; V-ATPase pH: -1; MOR-DOR ag: -4.8; HTR5A inv ag: 25; RTF Ca sens inh: -16; RTF Ca sens act: 7; CAL-PDZ inh HTS: 6; HTR5A ag ctr: -7

# Next compounds:
SMILES,LANA DNA inh,OPRM1-OPRD1 inv,Keap1 Nrf2 FP,V-ATPase pH,MOR-DOR ag,HTR5A inv ag,RTF Ca sens inh,RTF Ca sens act,CAL-PDZ inh HTS,HTR5A ag ctr
Cc1c(OCC(=O)NCC(O)c2ccccc2)ccc2c3c(c(=O)oc12)CCC3 (configuration not stated),-1.1,14,-1,1,-2.5,12,5,-6,-3,3
O=C(Nc1ccccc1)OCC1CCCN2CCCCC12 (configuration not stated),1.5,-2,3,3,0.4,-4,-7,-1,4,-5
O=C(O)c1cc(CN2CCOCC2)oc1-c1ccccc1,2.1,2,-6,6,-0.3,-24,-5,10,-2,9
COC(=O)C1=CNC=C(C(=O)OC)C1c1cccc(OC)c1,8.4,11,-7,2,-2.0,-1,1,-1,-3,-1
CCOC(=O)N1C2C=CC(C2)N1C(=O)OCC,0.1,12,2,-3,-2.4,8,0,-4,-6,-2
CC(CCN1CCC(n2nccc2NC(=O)c2ccccc2Cl)CC1)c1ccccc1 (configuration not stated),0.6,16,5,0,-3.1,-4,5,-1,-4,2
CCC(C)NC(=O)CC(c1ccccc1)c1cc(C)ccc1O (configuration not stated),-2.2,10,-2,-4,-1.9,2,1,1,34*,-1
Nn1c(COc2ccc(Cl)cc2)nc2ccccc2c1=O,2.9,-9,6,2,1.4,5,-5,-6,-3,8
CN(C)CCn1c(C(=O)O)cc2ccccc21,1.8,5,1,1,-1.2,8,-16,-6,-2,4
CC1SC(c2ccc(F)cc2)N(CCc2ccccc2)C1=O (configuration not stated),-0.2,5,2,-2,-1.1,-7,-4,-3,-4,2
CC(Cc1c[nH]c2ccccc12)NC(=O)C1CCCNC1=O (configuration not stated),0.4,4,-2,1,-0.7,2,8,8,0,-4
COC(=O)N/N=C/c1cccnc1,0.9,-3,-2,2,0.7,-20,-3,18,0,6
O=c1cc(-c2ccc(F)cc2)oc2ccccc12,-0.1,14,-2,0,-2.3,-7,-2,6,-4,-5
CN(C)c1nc(N)nc(CSc2n[nH]c(-c3ccccc3)n2)n1,1.6,9,-1,1,-2.1,-30,-4,1,4,11
Cc1ccc(C(c2sc3nc(C)nn3c2O)N2CCN(c3ccccc3F)CC2)cc1 (configuration not stated),-2.4,-10,-8,3,1.6,1,-2,12,-3,3
CCn1cnc2cc(NCc3ccncc3)ccc21,-0.5,18,-5,0,-3.9,-13,-10,-1,0,0
Cc1cc(Nc2cccc(F)c2)n2c(n1)nc1ccccc12,-1.0,12,-2,-2,-2.1,7,-2,5,3,4
C[C@H](O)C(=O)C1=Nc2c(nc(N)[nH]c2=O)NC1,10,7,-6,-1,-1.2,-14,-8,21,0,-1
CC1CN(S(=O)(=O)c2ccccc2)C(C)N1C(=O)N1CCOCC1 (configuration not stated),0.9,3,-1,-76,-0.6,7,-12,7,0,-3
C/C(N)=C(/C#N)C(=O)CSc1nnc(C)n1-c1ccccc1,0.1,6,0,-5,-1.2,7,-10,-1,5,2
COc1ccc(N=CC2=C(O)CCCC2=O)cc1,-1.4,13,-2,-1,-2.2,15,-6,-1,-3,2
Cc1cc(=O)n(-c2ccc(Cl)cc2)c(=O)[nH]1,-1.0,14,-5,4,-2.9,4,-2,2,-5,-1
COc1ccc(-c2ccc3nnc(SCC(=O)N4CCCC4)n3n2)cc1,0.2,9,-1,-5,-1.6,5,-10,1,1,-1
CCCCNC(=O)N1CCN(C(=O)C2CCCO2)CC1 (configuration not stated),0.4,-15,-5,-3,2.1,13,-3,-7,-2,-5
Cc1cc(-c2ccc(C)c(S(=O)(=O)NCCN3CCC(C)CC3)c2)on1,1.6,12,-3,0,-2.4,-7,-6,1,2,1
N/C(=N\OC(=O)C12CC3CC(CC(C3)C1)C2)c1ccccc1,-1.3,17,-3,1,-3.1,-12,-8,1,.,-3
